# From PubChem
# NadD block: blocks S. aureus nicotinate mononucleotide adenylyltransferase; purified NadD enzyme, colorimetric absorbance read-out; inhibition, % at 20 µM; 0.78% of 360,000 active; AID 602399; in the data active = inhibition above about 26%; also: some compounds past the cut are filed as inactive
# Scp-1 inhibitor: Scp-1 (human) phosphatase inhibition | 0.88% of 340,000 active | Recombinant Scp1, phosphopeptide, malachite green phosphate absorbance | Q9GZU7 | inhibition, % at 20 µM;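 active = inhibition above about 50% at 20 µM, limit read from the data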;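 also: plate controls were DMSO wells with enzyme for no effect and wells lacking enzyme for full effect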
# Target sequence (Q9GZU7 76-261 limits assumed): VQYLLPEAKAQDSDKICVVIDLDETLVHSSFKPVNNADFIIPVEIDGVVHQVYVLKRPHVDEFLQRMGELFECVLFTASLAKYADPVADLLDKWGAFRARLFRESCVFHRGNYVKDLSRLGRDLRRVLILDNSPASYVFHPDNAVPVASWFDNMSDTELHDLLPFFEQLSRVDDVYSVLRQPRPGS
#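 System: SCP-1 catalytic domain; Reagent: Phospho 17-mer peptide substrate; Doses: one concentration, 20 µM, with 1.0% DMSO; Incubation: 45 min room-temperature reaction, 5 min colour, 30 min stabiliser; Signal: Phosphate-binding colour reagent, absorbance read at 630 nm.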
# Rpn11 block: inhibitors of human proteasome Rpn11. O00487. human 26S proteasome, Ub4-pepOG fluorescence polarization; 20S core pre-blocked with epoxomicin. calls only at 20 µM. 0.59% of 360,000 active. AID 588493;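 active = inhibition at 20 µM, scaled to each plate's controls, above about 33%, limit read from the data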
# Target sequence (O00487 whole entry, looked up): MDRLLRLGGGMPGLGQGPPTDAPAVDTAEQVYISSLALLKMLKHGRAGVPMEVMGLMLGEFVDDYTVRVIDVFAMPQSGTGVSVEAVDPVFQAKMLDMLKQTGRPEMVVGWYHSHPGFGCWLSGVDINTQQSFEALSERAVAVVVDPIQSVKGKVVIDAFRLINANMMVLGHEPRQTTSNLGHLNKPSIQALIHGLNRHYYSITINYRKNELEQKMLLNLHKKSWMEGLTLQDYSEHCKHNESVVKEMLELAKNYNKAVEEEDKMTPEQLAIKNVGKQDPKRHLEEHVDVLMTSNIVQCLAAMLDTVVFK
# DNMT1 inh: inhibitors of human DNMT1. DNMT1 molecular beacon, Hinp1I cleavage, fluorescence. inhibition (reported as % activation of signal), % at 10 µM. 0.83% of 360,000 active; in the data active = inhibition above about 50%
# SKN-1 inh: inhibitors of C. elegans SKN-1 | C. elegans VP596 Pgst-4::GFP/RFP ratio, acrylamide-induced, 24 h | inhibition, % at 21.8 µM | 0.49% of 360,000 active;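 active = interference check ratio from 0.5 to 1.5 plus GFP to RFP signal ratio inhibition reaching or exceeding a fixed threshold, cut at about 30% in these data, passing the limit was not always enough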; also: some compounds called inactive have numbers as strong as hits
# STEP block: STEP (human) phosphatase inhibition | AID 588621 | inhibition, % at 20 µM | recombinant STEP, OMFP fluorogenic substrate, fluorescence | 0.25% of 360,000 active;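 active = inhibition at 20 µM, scaled per plate between control wells, above about 37%, limit read from the data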;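 also: 0% = DMSO with enzyme and substrate and 100% = substrate only without enzyme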
# Target sequence (P54829 whole entry, looked up): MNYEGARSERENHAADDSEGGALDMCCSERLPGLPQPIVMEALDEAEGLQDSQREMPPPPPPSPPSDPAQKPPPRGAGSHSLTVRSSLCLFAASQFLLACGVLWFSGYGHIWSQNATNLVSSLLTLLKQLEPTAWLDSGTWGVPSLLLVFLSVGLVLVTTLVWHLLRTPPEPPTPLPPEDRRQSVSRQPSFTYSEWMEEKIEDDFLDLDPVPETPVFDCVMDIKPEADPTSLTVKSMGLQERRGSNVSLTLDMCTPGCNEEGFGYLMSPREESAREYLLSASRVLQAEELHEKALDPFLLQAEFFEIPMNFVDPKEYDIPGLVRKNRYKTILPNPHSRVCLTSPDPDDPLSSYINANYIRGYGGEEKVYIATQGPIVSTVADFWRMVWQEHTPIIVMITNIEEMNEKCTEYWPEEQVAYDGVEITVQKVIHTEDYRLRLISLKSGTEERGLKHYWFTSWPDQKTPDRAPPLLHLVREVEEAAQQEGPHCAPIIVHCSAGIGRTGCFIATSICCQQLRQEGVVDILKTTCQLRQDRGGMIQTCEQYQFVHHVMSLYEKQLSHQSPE
#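 Test system: STEP tyrosine phosphatase / Reagent: OMFP at 25 µM / Doses: 20 µM, 1% DMSO / Read-out: percent inhibition scaled to no-enzyme and uninhibited-enzyme controls, plate-pattern corrected / Detection: FITC-channel fluorescence of OMFP product / Medium: Bis-Tris buffer pH 6.0, 2.5 mM DTT, 0.005% Tween 20 / Schedule: 20 min at room temperature, dark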
# CendR NRP1 mod: modulators of CendR peptide binding to human neuropilin-1. O14786. FAM-RPARPAR peptide binding to NRP-1, fluorescence polarization. inhibition, % at 25 µM. 0.85% of 360,000 active. AID 602438;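 active = inhibition or corrected inhibition above about 18%, plus a signal ratio from 0.5 to 1.5, limit read from the data, passing the limit was not always enough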; also: strong numbers were not always called active
# LMPTP block: blocks human LMPTP phosphatase; 0.22% of 360,000 active; inhibition, % at 20 µM; recombinant LMPTP-A, OMFP fluorogenic substrate, fluorescence intensity;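 active = compounds that cut the enzyme signal by at least half of the control window in the single-dose screen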;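 also: plate controls were DMSO wells with enzyme plus substrate for no effect and substrate without enzyme for full effect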
#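 Test system – LMPTP-A enzyme · Amount – LMPTP-A at 0.625 nM final in the reaction · Buffer or medium – Bis-Tris pH 6.0, DTT, detergent · Reagent – OMFP 400 µM · Doses – single 20 µM dose · Schedule – reaction 50 min, room temperature, dark · Detection – fluorescence intensity of OMFP turnover product · Evaluation – percent inhibition versus substrate-only and uninhibited controls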
# SUMO1 PPI mod: modulators of human SUMO1-mediated protein-protein interactions | P63165 | 0.33% of 360,000 active | SUMO1 binding to a labelled peptide, TR-FRET, 1 h | inhibition, % at 20 µM; in the data active = inhibition above about 37%
# MT1-MMP act inh: inhibitors of human MT1-MMP activation; P50281; HT1080 RFP-PRO-GFP cells, GFP/RFP ratio fluorescence, overnight; percent of plate control window, DMSO zero; GFP/RFP ratio change, % at 20 µM; 0.061% of 360,000 active;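 active = GFP/RFP ratio change of at least 30% with cell ATP level not reduced by more than half and red fluorescence within 50% of control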; also: strong numbers were not always called active
#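 Assay system: HT1080 cells carrying an RFP-PRO-GFP reporter | Dosing: Single dose of 20 µM compound, 1% DMSO final | Incubation: Cells overnight before dosing, compound overnight, 37 °C, 5% CO2 | Evaluation: GFP/RFP fluorescence ratio | Control set: DMSO and RFP-L50D-GFP cell wells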
# An asterisk follows results filed as active; i = inactive; x = not tested or not shown. Hits appear at their usual frequency; about 3.9% have a hit in one of these screens.
SMILES,NadD block,Scp-1 inhibitor,Rpn11 block,DNMT1 inh,SKN-1 inh,STEP block,CendR NRP1 mod,LMPTP block,SUMO1 PPI mod,MT1-MMP act inh
CCC(=O)OC1(C)C(=O)C=C2C=C(c3ccc(C#N)cc3)OC=C2C1=O (stereo not given),21,-14,i,-22,2,0,-28,0.5,12,0
CN(Cc1ccc(F)cc1)C(=O)c1ccc(NS(=O)(=O)c2ccccc2)cc1,-3,-9,i,0,8,-2,10,0.1,3,-2
CC(=O)c1cccc(NC(=O)N2CCC(NC(=O)c3ccco3)CC2)c1,-3,-4,i,-3,10,0,-4,-0.4,-2,0
O=C(N/N=C/c1ccc([N+](=O)[O-])o1)c1ccccc1NS(=O)(=O)c1cccs1,4,9,i,1,-10,0,-44,0.6,-16,-8
CC(NC(=O)CSc1nc2ccccc2c(=O)n1CCCO)c1ccccc1 (stereo not given),4,1,i,2,8,5,-1,-0.1,0,-2
Cc1ccc(/C=C2/SC(=S)N(CCC(=O)N3CCN(C)CC3)C2=O)cc1,-11,-3,i,-2,9,2,13,-2.5,-23,1
CC(C)C(NC(=O)C1CCCCC1)C(=O)Nc1ccncc1 (stereo not given),0,-5,i,-1,-1,2,10,-0.8,1,3
Cc1n[nH]c(=O)c2ccccc12,-4,-7,i,0,-13,-2,-6,-1.7,-1,-1
Brc1cc(Br)c2nc3c(cc2c1)CCC3,-7,-10,i,7,28,0,-15,-0.3,-39,-1
NNc1nnc(-c2ccccc2)c(-c2ccccc2)n1,10,-3,i,0,5,-2,-31,-0.9,-17,-3

# Next section:
SMILES,NadD block,Scp-1 inhibitor,Rpn11 block,DNMT1 inh,SKN-1 inh,STEP block,CendR NRP1 mod,LMPTP block,SUMO1 PPI mod,MT1-MMP act inh
COc1ccc(CC(=O)N(Cc2cc3cc(OC)ccc3[nH]c2=O)C(C)C)cc1,9,-4,i,1,-23,-2,-2,-0.2,-1,-27
COc1ccc(CCNC(=O)Cc2cccs2)cc1,1,-3,i,-1,-3,-1,2,-0.8,1,-2
CCOC(=O)NN=C1CN(S(=O)(=O)c2ccc(C)cc2)C1,4,-5,i,0,20,-2,-2,-0.7,5,1
Cc1ccc(-n2cc(CN(C)Cc3ncc[nH]3)c(-c3cccc(C)c3)n2)cc1,-1,1,i,-6,12,1,-2,0.8,-2,4
CCCCOc1ccc(C(=O)Nc2ccc(OCC(=O)N3CCOCC3)cc2)cc1,5,-7,i,-2,11,-2,11,0.5,-1,3
N=c1n(Cc2ccc(Cl)cc2)c2ccccc2n1CC(O)COc1ccccc1 (stereo not given),7,3,i,7,-4,1,11,1.7,2,-27
COc1ccc(NC(=O)CSc2ccc(C)cc2)cc1,-3,-7,i,-1,-1,-1,-15,0.4,1,5
Cc1cc(C(=O)NCc2ccccc2Cl)c2ccccc2n1,-2,3,i,-2,-2,-3,1,-0.5,-1,-2
Cc1nc(CS(=O)(=O)c2ccc(Cl)cc2)cc(Sc2ccc(Cl)cc2)n1,-2,-5,i,3,-3,5,-3,1.4,-1,-5
CC(=O)Nc1ccc(C(=O)N2CCCCC2c2cc(C(=O)NCc3cccnc3)no2)cc1 (stereo not given),-2,x,i,8,19,-2,0,-0.7,-2,0

# Overlap with the part before: 2 compounds, then new ones.
SMILES,NadD block,Scp-1 inhibitor,Rpn11 block,DNMT1 inh,SKN-1 inh,STEP block,CendR NRP1 mod,LMPTP block,SUMO1 PPI mod,MT1-MMP act inh
Cc1nc(CS(=O)(=O)c2ccc(Cl)cc2)cc(Sc2ccc(Cl)cc2)n1,-2,-5,i,3,-3,5,-3,1.4,-1,-5
CC(=O)Nc1ccc(C(=O)N2CCCCC2c2cc(C(=O)NCc3cccnc3)no2)cc1 (stereo not given),-2,x,i,8,19,-2,0,-0.7,-2,0
CC(=O)c1c(N2CCN(CCO)CC2)nc(=S)n(-c2ccccc2)c1C,5,3,i,6,0,-1,-6,-2.0,0,x
CCc1ccccc1NC(=O)c1cc(C2CC2)on1,0,-1,i,3,-13,-3,1,-0.8,4,-3
N#CC1=C(N)Oc2cc(O)ccc2C1c1cccnc1 (stereo not given),-2,-7,i,-2,2,1,-16,6.6,-9,-111
CCCCC(=O)Nc1cc(C(=O)NCCc2ccccc2)ccc1Cl,2,0,i,1,1,-12,4,-2.3,1,0
Cc1c(C)n(CCc2ccccc2)c2ncnc(NCCCO)c12,-5,-10,i,1,7,-4,9,-0.8,-1,-3
O=C(Nc1ccc2nc(-c3ccco3)c(-c3ccco3)nc2c1)NC1CC1,28*,92*,i,93*,20,54*,-15,70*,76*,-16
O=C1/C(=C/c2ccc(O)cc2)SC(=S)N1CC1CCCO1 (stereo not given),-5,-13,x,-6,-7,-2,-199,3.7,-36,-22
COc1ccc(CC(=O)NC(c2ccccc2)c2ccc(C)cc2)c(OC)c1 (stereo not given),-5,-7,i,1,7,2,0,2.9,0,-13
O=C(CCCN1C(=O)C2C3C=CC(C3)C2C1=O)N1CCN(c2ccccc2)CC1 (stereo not given),-2,-2,i,4,7,-1,-6,-0.5,1,-5
CCc1cc2c(=O)c(-c3nc4ccccc4n3C)c(C)oc2c(CN2CCOCC2)c1O,-6,-2,i,5,0,3,6,-0.5,1,-3

# (next part)
SMILES,NadD block,Scp-1 inhibitor,Rpn11 block,DNMT1 inh,SKN-1 inh,STEP block,CendR NRP1 mod,LMPTP block,SUMO1 PPI mod,MT1-MMP act inh
CC(=O)Nc1ccc(NC(=O)Nc2ccc3c(c2)N(C)C(=O)CS3)cc1,-1,-3,i,-8,7,-2,-13,-1.6,7,-11
O=C(NCc1cccnc1)C(=O)NCC1OCCCN1S(=O)(=O)c1ccc(F)cc1 (stereo not given),-8,-3,i,0,-11,4,-7,-0.3,0,-2
CCCNC(=O)c1ccc2snnc2c1,8,-2,i,11,36*,1,1,-0.4,-3,-2
Cn1c(NCCO)nc2c1c(=O)n(Cc1cccc(Cl)c1)c(=O)n2C,-5,-10,i,3,-1,0,13,-0.1,3,-3
O=C(Nn1cnnc1)c1cc([N+](=O)[O-])cc([N+](=O)[O-])c1,4,-2,i,-8,4,-1,8,0.7,-21,5
c1cncc(CNc2ncnc3sccc23)c1,1,-8,i,0,7,1,7,1.7,5,-3
CCOc1cc(/C=C/c2cc(C(=O)O)c3ccccc3n2)ccc1O,-2,-4,i,-5,2,-3,8,0.1,-8,3
Cc1ccc(SCn2nnc3ccccc3c2=O)c(C)c1,-9,-8,i,0,6,3,-4,-0.3,-6,0
C=CCN(C(=O)CCC(=O)Nc1cc(C)on1)C(C(=O)NC1CCCC1)c1ccc(OC)cc1OC (stereo not given),-5,2,i,1,-5,0,12,-0.4,24,0
CCCCCCCC1=NN(c2ccc(S(=O)(=O)O)cc2)C(=O)C1N=O (stereo not given),4,x,i,-1,4,-2,-22,-0.9,-11,3

# Further results.
# The line under a structure holds: NadD block, Scp-1 inhibitor, Rpn11 block, DNMT1 inh, SKN-1 inh, STEP block, CendR NRP1 mod, LMPTP block, SUMO1 PPI mod, MT1-MMP act inh
- O=C(CSc1ccccc1F)Nc1ccc2c(c1)OCO2
→ -3, -5, i, 1, 13, 0, -2, -2.2, 0, -4
- CCOC(=O)c1c(SC)n(-c2ccccc2)c(=S)n(-c2ccccc2)c1=O
→ -2, -5, i, 1, 20, -1, 10, -0.7, 2, 2
- Cc1cc([N+](=O)[O-])nn1CC(=O)NCCCn1ccnc1
→ -3, -7, i, 3, 3, -2, -3, -7.6, -3, 3
- COc1cc(/C=C/C(=O)NCc2cccnc2)cc(OC)c1OC
→ -2, -5, i, 6, 8, -5, 8, 0.7, -11, 7
- NCCCCCc1nnc(SCC(=O)c2ccc(Cl)cc2)o1
→ -3, 0, i, 1, -12, -2, 3, -0.7, -5, -5
- COc1cc(C(=O)Nc2ccc3c(c2)OCCO3)ccc1OC(C)C
→ -2, -8, i, 0, -9, -2, 12, 0.3, 1, 3
- O=C(COc1cc2oc(=O)cc(-c3ccccc3)c2cc1Cl)NCC1CCC(C(=O)O)CC1 (stereo not given)
→ 0, -10, i, 9, -4, -1, 1, -1.0, -18, 2
- O=C(CSc1ccccc1Cl)N1CCOCC1
→ -2, -4, i, 2, 3, 2, -5, -1.8, 6, -2
- COc1ccccc1C(=O)NNC(=O)c1ccccc1F
→ -4, -1, i, 2, 11, -1, 0, -1.6, 1, -3
- COc1cccc(NC(=O)c2cc([N+](=O)[O-])ccc2NCc2cccnc2)c1
→ -1, -4, i, -16, 4, 0, 11, 2.2, -21, -5
- O=C(NS(=O)(=O)c1ccccc1)c1ccccc1O
→ 8, -2, i, 2, 8, 0, -1, -3.5, 0, -3
- CCN(CC)c1ccc(/C=N/NC(=O)Cc2cccs2)c(O)c1
→ -1, -5, i, -10, 6, 2, -17, -0.2, -7, -3
- CCOC(=O)N1CCC(NC(=O)c2cc(S(=O)(=O)N(CC)CC)ccc2F)CC1
→ -3, -3, i, 0, 5, -12, -10, -1.0, 3, 8
- CCCCNC(=O)Nc1c(C(=O)OCC)[nH]c2ccccc12
→ 0, -7, i, -1, -2, 4, 9, -1.4, -5, 0
- Cn1cc(CCC(=O)NCc2ccc(Cl)cc2)c2ccccc21
→ -5, -8, i, -5, -3, 2, 0, 1.2, -1, 8
- CSc1ncccc1C(=O)OCC(=O)N(CC(C)C)C1CCS(=O)(=O)C1 (stereo not given)
→ -4, 4, i, 7, -36, -12, -5, -2.0, 0, -7

# Record cards, from the list above. Order of values: NadD block, Scp-1 inhibitor, Rpn11 block, DNMT1 inh, SKN-1 inh, STEP block, CendR NRP1 mod, LMPTP block, SUMO1 PPI mod, MT1-MMP act inh
# Shown for CCN(CC)c1ccc(/C=N/NC(=O)Cc2cccs2)c(O)c1 = -1, -5, i, -10, 6, 2, -17, -0.2, -7, -3
# Shown for CCOC(=O)N1CCC(NC(=O)c2cc(S(=O)(=O)N(CC)CC)ccc2F)CC1 = -3, -3, i, 0, 5, -12, -10, -1.0, 3, 8
# Shown for CCOC(=O)c1c(SC)n(-c2ccccc2)c(=S)n(-c2ccccc2)c1=O = -2, -5, i, 1, 20, -1, 10, -0.7, 2, 2
# Shown for O=C(COc1cc2oc(=O)cc(-c3ccccc3)c2cc1Cl)NCC1CCC(C(=O)O)CC1 (stereo not given) = 0, -10, i, 9, -4, -1, 1, -1.0, -18, 2
